Source: PubChem BioAssay (Southern Research Specialized Biocontainment Screening Center)
inhibitors of VEEV: inhibitors of VEEV TC-83 cytopathic effect, confirmation, Vero cells (AID 588727) | Vero cells, VEEV TC-83 cytopathic effect inhibition; higher % means a stronger effect | inhibition, % at 20 µM; hits with a dose series show IC50 in µM | hit rate 0.13% among 350,000; in the data active means a potency from the dose series; inconclusive means inhibition mostly from about 14% at the one dose, without a potency; inactive means the rest, 99 in 100 with inhibition below about 12%; further: strong numbers were not always called active
tuberculosis growth: growth inhibition of non-replicating M. tuberculosis (AID 488890) | Mycobacterium tuberculosis non-replicating, growth inhibition; higher % means a stronger effect | one-dose inhibition, % at 25 µM; IC50 in µM for titrated hits | hit rate 0.39% among 320,000; in the data active means a potency from the dose series; inconclusive means inhibition mostly from about 82% at the one dose, without a potency; inactive means the rest, 99 in 100 with inhibition below about 76%;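 further: plate controls were DMSO cells for no effect and high antibiotic wells for full effect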
influenza NS1A: NS1A inhibition, H1N1 influenza, cell based functional assay (AID 504329); inhibition, % at 12.5 µM; hits with a dose series show IC50 in µM; NS1A functional cell-based assay, percent inhibition; higher % means a stronger effect; hit rate 0.3% among 340,000; in the data active means a potency from the dose series; inconclusive means inhibition above about 27% without an active follow-up result; further: strong numbers were not always called active
Salmonella PhoP GFP: Inhibition of PhoP regulon, Salmonella typhi GFP reporter cells, confirmation, 4 h (AID 1850). hit rate 0.33% among 310,000. Salmonella Typhi PhoP-promoter GFP reporter, fluorescence, 4 h; higher % means a stronger effect. inhibition, % at 50 µM, or IC50 in µM where a hit was titrated; in the data active means a potency from the dose series; inconclusive means inhibition mostly from about 25% at the one dose, without a potency; inactive means the rest, 99 in 100 with inhibition below about 19%;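 further: 0% = induced wells with vehicle and 100% = uninduced wells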
H37Rv inhibition: M. tuberculosis growth inhibition, HTS (AID 449762) | inhibition, % at 25 µM; hits with a dose series show IC50 in µM | hit rate 0.59% among 330,000 | M. tuberculosis H37Rv growth inhibition, 7H9 media; higher % means a stronger effect; in the data active means a potency from the dose series; inconclusive means inhibition above about 70% without an active follow-up result;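 further: bacterial growth assessed after seven days of incubation; strong numbers were not always called active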
inhibitors of VEEV 10K pilot screen: recorded beside inhibitors of VEEV, whose call it bears; inhibition, %; measured here: 10K pilot screen inhibition
Starred values were filed as active, the others as inactive; i = inactive; ? = inconclusive; . = no result given.

A first look (17 entries):
SMILES | inhibitors of VEEV | tuberculosis growth | influenza NS1A | Salmonella PhoP GFP | H37Rv inhibition | others
O=C(COc1ccc([N+](=O)[O-])cc1Cl)Nn1cnnc1 | 1.8% | 4.1% | -0.5% | -8.1% | 4.7%
Cc1ccc(S(=O)(=O)NCCNS(=O)(=O)c2ccccc2Br)cc1 | 0.1% | . | -5.7% | . | .
Cc1cccc(CN2C(=O)/C(=C\c3ccc(C(=O)NCCN4CCOCC4)cc3)Sc3ccccc32)c1 | 9.3% | 34.1% | 4.2% | 3.4% | 49.5%
COC(=O)c1sccc1NC(=O)C1C2C=CC(C2)C1C(=O)O (stereo not given) | 1.0% | 2.5% | 3.3% | -6.2% | -4.9%
NC(=O)c1nsc(C(=O)N(c2ccc(Cl)cc2)C(C(=O)NCC2CCCO2)c2cccs2)c1N (stereo not given) | 10.2% | -2.9% | -15.7% | 10.6% | -6.5%
O=S(=O)(NC1=NCCC1)c1cccs1 | 1.1% | 0.6% | -2.6% | -11.2% | 2.6%
COc1ccccc1NC(=O)N1CCCC1C(=O)NCc1ccccc1Cl (stereo not given) | i | 4.7% | -3.7% | -3.1% | 3.2%
Cc1ccc(S(=O)(=O)N2Cc3ccccc3-n3nncc3C2)cc1 | 0.3% | . | 2.7% | . | .
O=C(COC(=O)Cc1cccs1)Nc1ccc(F)c(F)c1F | 0.8% | 29.5% | 19.4% | -11.3% | 4.3%
COc1cccc(C(=O)c2c[nH]c(C(=O)NCCCN(C)C)c2)c1 | 1.4% | 2.8% | -1.5% | 13.6% | -4.0%
Clc1ccc(N=c2ssnc2Cl)cc1 | 1.5% | ? | -0.8% | -8.5% | .
O=C(NC1CCCCC1)Oc1cc2oc(=O)sc2cc1Cl | i | 39.7% | 8.4% | -0.6% | -5.3%
COCCNC(=O)c1ccc(CN2CCOCC2)cc1 | 0.7% | -9.4% | -2.3% | -6.5% | -3.1%
CCc1noc(C)c1C(=O)Nc1nc(-c2ccc(OC)c(OC)c2)cs1 | 9.3% | 26.9% | -5.3% | -3.6% | 67.1%
N#C/C(=C/c1ccc(CNC(=O)C(=O)Nc2cc(Cl)cc(Cl)c2)o1)C(=O)NCc1cccnc1 | 1.7% | -9.8% | -2.1% | -17.0% | 6.9%
Cc1cccc(C)c1-n1c(C)cc(/C=C2\C(=O)NN(c3ccccc3)C2=O)c1C | i | 17.9% | 2.9% | 6.5% | 34.1%
Cc1ccc(NC(=O)OCc2ccccc2S(C)=O)cc1 (stereo not given) | 1.2% | -1.0% | -4.5% | 8.4% | 2.9% | inhibitors of VEEV 10K pilot screen=2.9

The whole of this part, previewed entries included:
SMILES | inhibitors of VEEV | tuberculosis growth | influenza NS1A | Salmonella PhoP GFP | H37Rv inhibition | others
O=C(COc1ccc([N+](=O)[O-])cc1Cl)Nn1cnnc1 | 1.8% | 4.1% | -0.5% | -8.1% | 4.7%
Cc1ccc(S(=O)(=O)NCCNS(=O)(=O)c2ccccc2Br)cc1 | 0.1% | . | -5.7% | . | .
Cc1cccc(CN2C(=O)/C(=C\c3ccc(C(=O)NCCN4CCOCC4)cc3)Sc3ccccc32)c1 | 9.3% | 34.1% | 4.2% | 3.4% | 49.5%
COC(=O)c1sccc1NC(=O)C1C2C=CC(C2)C1C(=O)O (stereo not given) | 1.0% | 2.5% | 3.3% | -6.2% | -4.9%
NC(=O)c1nsc(C(=O)N(c2ccc(Cl)cc2)C(C(=O)NCC2CCCO2)c2cccs2)c1N (stereo not given) | 10.2% | -2.9% | -15.7% | 10.6% | -6.5%
O=S(=O)(NC1=NCCC1)c1cccs1 | 1.1% | 0.6% | -2.6% | -11.2% | 2.6%
COc1ccccc1NC(=O)N1CCCC1C(=O)NCc1ccccc1Cl (stereo not given) | i | 4.7% | -3.7% | -3.1% | 3.2%
Cc1ccc(S(=O)(=O)N2Cc3ccccc3-n3nncc3C2)cc1 | 0.3% | . | 2.7% | . | .
O=C(COC(=O)Cc1cccs1)Nc1ccc(F)c(F)c1F | 0.8% | 29.5% | 19.4% | -11.3% | 4.3%
COc1cccc(C(=O)c2c[nH]c(C(=O)NCCCN(C)C)c2)c1 | 1.4% | 2.8% | -1.5% | 13.6% | -4.0%
Clc1ccc(N=c2ssnc2Cl)cc1 | 1.5% | ? | -0.8% | -8.5% | .
O=C(NC1CCCCC1)Oc1cc2oc(=O)sc2cc1Cl | i | 39.7% | 8.4% | -0.6% | -5.3%
COCCNC(=O)c1ccc(CN2CCOCC2)cc1 | 0.7% | -9.4% | -2.3% | -6.5% | -3.1%
CCc1noc(C)c1C(=O)Nc1nc(-c2ccc(OC)c(OC)c2)cs1 | 9.3% | 26.9% | -5.3% | -3.6% | 67.1%
N#C/C(=C/c1ccc(CNC(=O)C(=O)Nc2cc(Cl)cc(Cl)c2)o1)C(=O)NCc1cccnc1 | 1.7% | -9.8% | -2.1% | -17.0% | 6.9%
Cc1cccc(C)c1-n1c(C)cc(/C=C2\C(=O)NN(c3ccccc3)C2=O)c1C | i | 17.9% | 2.9% | 6.5% | 34.1%
Cc1ccc(NC(=O)OCc2ccccc2S(C)=O)cc1 (stereo not given) | 1.2% | -1.0% | -4.5% | 8.4% | 2.9% | inhibitors of VEEV 10K pilot screen=2.9
COc1cccc(NC(=O)CSc2nnc(-c3ccoc3C)n2C)c1 | 0.3% | -1.4% | 1.3% | 2.1% | 5.1%
C/C(=N\OCc1ccc(C#N)cc1)c1ccc(S(=O)(=O)N(C)C)cc1 | i | 15.4% | 96.7% | 4.0% | 14.1%
CC(C)C[C@H](NC(=O)N1CC(=O)Nc2ccccc21)C(=O)N[C@H](Cc1c[nH]c2ccccc12)C(=O)O | 0.3% | -8.7% | 2.3% | -9.8% | -11.2%
S=C(NCCC1=CCCCC1)Nc1ccccc1 | 3.5% | ? | 1.5% | 5.1% | ?
C=CCNc1cnn(-c2ccc(C)cc2)c(=O)c1Cl | 1.0% | 3.0% | -2.5% | -0.4% | 2.5%
CC(=O)c1ccc(NC(=O)COC(=O)CCN2C(=O)c3cccc([N+](=O)[O-])c3C2=O)cc1 | 0.0% | -6.7% | -3.2% | -6.7% | -5.8%
CCC(=O)Nc1cccc(C2=NN(c3ccccc3)C(c3ccc(OC)cc3)C2)c1 (stereo not given) | 3.2% | -5.3% | 13.4% | -7.0% | 6.3%
COc1ccc(C2=C(C=O)Cc3ccccc3O2)cc1 | 2.5% | 60.3% | 10.7% | 0.8% | 6.3%
CC1(C)Cc2c(sc(NC(=O)Nc3ccccc3)c2C(N)=O)CO1 | 2.4% | 32.8% | -23.2% | -1.9% | 9.9%
CCCN(CCO)Cc1ccc(Br)cc1 | i | -8.1% | -3.6% | 2.9% | -2.0%
Cc1cccc(C(C)C)c1NC(=O)COC(=O)CCN1C(=O)C2CC=CCC2C1=O (stereo not given) | i | 5.8% | -8.0% | 1.1% | 3.1%
CCn1c(=S)[nH]c2sc3c(c2c1=O)CCCCC3 | i | 4.3% | 2.7% | -7.6% | 5.1%
O=S(=O)(c1cccc2nonc12)N1CCCCC1 | 0.9% | -11.3% | 3.4% | 1.3% | 1.5%
CCC(CC)C(=O)Nc1cccc(C(=O)Nc2nnc(C)s2)c1 | 0.9% | 44.5% | -8.5% | -0.2% | 7.0%
C[C@H](CO)N1C[C@H](C)[C@H](CN(C)Cc2ccncc2)Oc2ccc(NC(=O)Nc3ccc(C(F)(F)F)cc3)cc2CC1=O | i | 30.4% | 6.4% | . | 62.2%
CCn1c(SCC(=O)N(C)c2c(N)n(Cc3ccccc3)c(=O)[nH]c2=O)nc2ccccc21 | 0.9% | -0.2% | -6.5% | 2.0% | -0.1%
O=C(NNC(=O)C1CC2CCC1C2)c1ccccc1 (stereo not given) | 0.2% | -18.0% | -6.7% | -9.7% | -7.7%
O=C(CCN1C(=O)C2C3C=CC(C3)C2C1=O)N1CCN(c2ccccn2)CC1 (stereo not given) | 3.1% | -0.9% | -0.9% | 3.5% | -3.2%
CC1CCC(NC(=O)C2COc3ccccc3O2)CC1 (stereo not given) | 0.1% | ? | 4.8% | 0.1% | 51.6%
O=C(N/N=C/c1cccc([N+](=O)[O-])c1)c1nc2ccccc2c(=O)[nH]1 | 1.7% | -18.1% | -5.3% | 8.3% | -9.9%
O=C(Cn1sc2ccccc2c1=O)N1CCN(C(=O)c2ccco2)CC1 | 9.2% | -2.5% | -8.9% | -13.4% | -1.3%
O=C(COC(=O)C1CCC1)Nc1cccc(S(=O)(=O)N2CCOCC2)c1 | 1.1% | -2.2% | 11.9% | -4.0% | -4.9%
CC1CC(C)CN(C(=O)Nc2ccccc2F)C1 (stereo not given) | 0.9% | -13.2% | -1.1% | 4.6% | -8.4%
COc1ccc(CNc2ncnc3sccc23)cc1OC | 0.7% | 20.3% | -11.3% | 10.0% | 2.5%
CC(Oc1ccc(Cl)cc1Cl)C(=O)NCCN1CCOCC1 (stereo not given) | i | -0.5% | -1.9% | -5.0% | -0.4%
CCn1c(=O)c(C(=O)CN(C)CC(=O)Nc2cccc(F)c2)c(N)n(Cc2ccccc2)c1=O | 6.4% | 55.9% | -6.8% | . | 8.8%
